Screens deposited in PubChem by several laboratories.
Platelet DG rel = inhibitors of platelet dense granule secretion, primary screen, cell-based, MLPCN, human platelets. human platelet-rich plasma, SFLLRN dense granule ATP release, luminescence. inhibition, %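 (compounds screened at 7.5 µM in platelet-rich plasma)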. 300,000 tested, 0.22% active. AID 1663, 2009;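 active = mean replicate score, as percent of positive control, at or above 50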
HSF1 inh = HSF1 inhibitors in luciferase reporter cells, primary screen, cell-based, NIH3T3, luminescence; AID 2098, 2009; NIH3T3-HGL HSE-luciferase, MG132-induced, luminescence 8 h; active compounds read low; 300,000 tested, 0.77% active; activity change, negative = inhibition, % at 7.5 µM (by protocol);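 active = more than half of replicate wells show activity change below -50%, luminescence cut by over half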;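 note: luciferase reports HSF-1 transcriptional activity via heat shock element; 0% = median of DMSO wells and -100% = zero luminescence signal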
HIF activator = HIF pathway transcriptional activators, primary screen, cell-based, U2OS HRE-luciferase, luminescence. U2OS HRE-luciferase reporter; normalized: DMSO 0%, desferrioxamine 100%. AID 1910, 2009. 300,000 tested, 0.32% active. activation, % at 7.5 µM (by protocol);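 active = mean activation of at least 10% of the iron chelator positive control signal, with at least half of replicates also reaching 10%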
IEC-6 tox = cytotoxicity in IEC-6 intestinal epithelial cells, primary screen, cytotoxicity control for KLF5 inhibitor project, cell-based, luminescence. IEC-6 cytotoxicity, luminescence viability. inhibition, % at 5 µM. 290,000 tested, 0.78% active; in the data active = inhibition above about 22%;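 note: 0% = plate median of test compound wells and 100% = cytotoxic reference compound wells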
HSP90 refold inh = HSP90 inhibitors, primary screen, cell lysate, luminescence; Heat shock protein HSP 90 (rabbit reticulocyte lysate; luciferase refolding); Rabbit reticulocyte lysate, luciferase refolding luminescence, 3 h; inhibition, % at 5.6 µM; 290,000 tested, 0.91% active; AID 1789, 2009;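 active = inhibition above the screen-wide mean plus 3 SD, computed separately per campaign, cut at about 16% in these data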;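 note: 0% = DMSO wells and 100% = 60 µM geldanamycin wells; inhibitors lower the luminescence because luciferase stays unfolded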
KLF5 inh = KLF5 expression inhibitors, primary screen, DLD-1 cells, luminescence; 290,000 tested, 0.23% active; DLD-1 KLF5 promoter-luciferase reporter; AID 1700, 2009; inhibition, % at 5 µM;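 active = inhibition above a per-plate limit of that plate's mean compound inhibition plus 3 SD, cut at about 60% in these data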;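 note: 0% = DMSO wells and 100% = LY294002 at 200 µM; higher means less KLF5 promoter-driven luciferase light; inactives centre near -14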
aSyn 5UTR inh = MLPCN primary screen, SNCA 5' untranslated region; 300,000 tested, 0.82% active; alpha-synuclein 5'UTR reporter, inhibitor activity; inhibition, % (tested at 7.5 µM); in the data active = inhibition above about 60%;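 note: H4 neuroglioblastoma cells stably carrying SNCA 5'UTR luciferase fusion; 0% = DMSO wells and 100% = positive control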
HSF1 activator = HSF-1 activators, primary screen, NIH3T3-HGL cells, MG132 stress, luminescence, single point; NIH3T3-HGL HSF-1 luciferase reporter, 8 h; 100% = twice DMSO control signal; activation, % at 9 µM; 300,000 tested, 1.7% active; AID 504408, 2011;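 active = mean replicate activation of at least 50% with a set share of replicates each reaching 50%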;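 note: 0% = median of the neutral control wells and 100% = twice that signal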
SKKanGAS inh = S. pyogenes SKKanGAS growth inhibitors in kanamycin, primary screen, streptokinase expression inhibitor project, SKKanGAS strain, BacTiter-Glo luminescence; 6 h; inhibition, % at 7.5 µM; 300,000 tested, 1.3% active;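 active = mean replicate score, as percent of positive control median, at least 50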;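 note: strain carries kanamycin resistance gene driven by streptokinase promoter and grows in 40 µg/ml kanamycin; loss of luminescence reflects streptokinase promoter inhibition or plain growth inhibition; 0% = median of DMSO wells and 100% = positive control at its reference dose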
AI-2 QS mod = Vibrio harveyi AI-2 quorum sensing modulators, primary screen, JMH597 strain, luminescence/OD600 ratio | 300,000 tested, 0.4% active | activity change, % at 7.5 µM | AID 2094, 2009 | Vibrio harveyi JMH597 AI-2 luminescence/OD600 ratio, 9 h; active compounds read low; strain lacks LuxN and CqsS sensors; 0 = neutral-control median; in the data active = activity change below about -75%, passing the limit was not always enough;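 note: luminescence divided by OD600 gain over 9 h not by final OD600 alone; inactives centre near 13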
* hit, by the source's call; · = no result given. Outcome played no part in choosing rows; overall some 6% were active at least once.

SMILES	Platelet DG rel	HSF1 inh	HIF activator	IEC-6 tox	HSP90 refold inh	KLF5 inh	aSyn 5UTR inh	HSF1 activator	SKKanGAS inh	AI-2 QS mod
C#CCOCCOCCOCCNc1nc(N2CCN(C(=O)C(Cc3ccc(O)cc3)n3cc(C(N)CC(C)C)nn3)CC2)nc(N2CCN(C(=O)C(Cc3cc4ccccc4[nH]3)n3cc(C(N)C(C)CC)nn3)CC2)n1 (stereo not given)	-2.8	-4.3	2.0	-3.4	6.8	3.0	12.0	-7.6	-5.2	21.3
COc1ccc(S(=O)(=O)N(CC(=O)NCc2ccncc2)c2ccc(C)cc2)cc1Br	14.5	10.0	0.1	5.4	-1.9	-6.9	-2.3	26.5	-3.3	49.6
Cc1nn(-c2ccccc2)c(CC(C)(C)C(=O)O)c1C(=O)O	-12.1	-21.3	0.1	2.5	-2.5	-14.0	9.6	-37.0	1.2	17.2
CSc1ccc(CCNC(=O)CSc2ccsc2[N+](=O)[O-])cc1	-0.6	1.0	0.5	4.2	6.3	-5.9	14.9	15.1	-2.5	20.1
Cc1cc(=O)[nH]c(Nc2c(C)n(C)n(-c3ccccc3)c2=O)n1	3.9	-1.7	0.3	6.0	-2.5	7.0	-1.7	13.1	-2.2	-1.4
CNC(=O)c1ccsc1NC(=O)CCS(=O)(=O)c1ccc(Cl)cc1	2.6	1.3	-0.7	·	·	·	-3.3	-1.6	-1.1	28.5
COc1cc(/C=N/NS(=O)(=O)c2ccc(C)c([N+](=O)[O-])c2)ccc1O	6.3	6.8	0.1	-4.1	3.7	-14.6	-16.9	-7.7	-5.0	16.8
O=[N+]([O-])c1ccc(-n2nnnc2CN2CCOCC2)cc1	-4.0	-2.5	0.2	-2.9	3.1	-17.5	6.7	-5.5	-2.3	6.0
CCOc1cccc(/C=C/c2ccc3cccc(O)c3n2)c1O	11.2	12.1	5.6	0.7	-4.1	-111.9	-46.3	3.0	107.2*	22.6
COc1nc(OC)nc(N2CCCCCC2)n1	-12.1	-6.1	·	-1.3	1.0	-15.0	3.3	-2.3	-6.3	26.4
O=C(NCc1cc([N+](=O)[O-])ccc1O)c1cccnc1Sc1ccccc1	-2.3	-5.0	-0.9	-7.1	-4.4	-19.8	-2.7	-1.1	1.4	32.1
Fc1c(F)c(F)c(N/N=C/c2c[nH]c3ccccc23)c(F)c1F	-1.0	3.1	-0.1	4.0	4.2	-23.3	-103.1	25.8	32.9	23.0
COc1ccccc1C(=O)NC(=O)COc1cc(Cl)ccc1Cl	1.3	1.5	-6.3	·	·	·	0.7	-3.4	1.5	3.9
COCCSc1nnc(NC(=O)c2ccc(NC(C)=O)cc2)s1	-6.3	-1.6	-0.2	2.7	2.2	-7.9	-3.7	-5.3	-17.2	-2.2
Cc1ccc(Cl)c2c1NC(=O)C2(O)CC(=O)c1ccccc1O (stereo not given)	-2.4	-15.6	0.1	13.7	3.2	-17.1	-21.1	0.7	2.1	23.5
CCOC(=O)/C=C1\SCC(=O)N1CC(=O)NCCc1ccc(F)cc1	-3.4	-11.5	-0.3	2.0	-0.3	-2.7	0.3	-6.1	-9.5	20.4
COc1ccc2c(c1)-c1c(ssc1=S)C(C)(C)N2	-4.8	-35.8	1.9	1.3	-2.3	-5.4	41.5	-46.3	-6.7	14.9
CCOC(=O)c1cnc(SCC(=O)Nc2nc(C)c(C)s2)nc1N	0.8	1.1	-0.5	-4.8	-1.8	-28.3	16.9	11.1	-0.1	-11.6
CCn1cc(C(=O)NCCCN2CCCCCC2)c(=O)c2cc(S(=O)(=O)N3CCc4ccccc4C3)ccc21	-0.3	-2.3	0.3	-1.2	4.0	5.8	-5.4	10.5	-1.8	3.7
COc1ccc(CCNC(=O)C2CCCN(c3nn4c(=O)cc(C)nc4s3)C2)cc1OC (stereo not given)	-0.3	-8.6	-0.1	1.1	-3.4	5.1	0.8	-3.1	-0.5	-0.2
CC(NC(=O)C1CCC(CNS(=O)(=O)c2ccccc2)CC1)c1ccccc1 (stereo not given)	-2.5	0.7	-1.5	-5.2	2.4	-15.8	14.9	42.4	4.1	-7.0
CC(C)Oc1ccc(CCc2nnc(SC(C)C(=O)O)n2-c2ccccc2)cc1 (stereo not given)	1.5	2.6	-0.3	0.4	-4.4	-14.2	10.3	-6.5	-4.3	5.8
COc1ccc(/C=N/NC(=O)C[n+]2ccccc2)c(OC)c1	2.5	-3.2	-0.3	-10.6	4.9	-16.4	-15.5	-5.1	13.1	17.5
O=C(COc1ccc2c(c1)CCC2)NCc1ccccc1	-8.3	-1.5	1.8	1.8	-8.8	-0.8	-33.0	-4.1	-6.2	18.6
CCC(C(=O)NCCC1=CCCCC1)c1ccccc1 (stereo not given)	9.2	-0.9	-0.3	0.0	3.2	-31.6	36.4	-3.9	-0.5	5.3
Next structures.
SMILES	Platelet DG rel	HSF1 inh	HIF activator	IEC-6 tox	HSP90 refold inh	KLF5 inh	aSyn 5UTR inh	HSF1 activator	SKKanGAS inh	AI-2 QS mod
CCOc1ccc(S(=O)(=O)N2CCCCC2)c2ccccc12	2.0	-1.2	-0.9	10.3	3.1	-39.7	46.4	9.0	8.7	1.2
COC(=O)c1cc(C(=O)OCC(=O)N2c3ccccc3NC(=O)C2(C)C)cc([N+](=O)[O-])c1	-25.3	5.7	0.3	7.9	4.4	9.6	18.3	4.9	-10.3	16.7
N#Cc1c(-c2ccccc2)[nH]c(=S)[nH]c1=O	-2.0	-1.7	0.2	-7.9	-1.4	-20.9	10.0	2.0	-15.0	-10.3
CCCCc1nc2ccccc2c(NC(=O)CN(CC)CC)c1CCC	6.9	-1.9	1.1	0.8	-2.0	-18.1	3.3	6.6	-0.8	12.2
CC(C)COc1ccc(-c2nn(-c3ccccc3)cc2/C=C2/SC(=S)N(CC(=O)O)C2=O)cc1	0.1	-0.8	-0.1	-6.7	-5.5	-9.2	14.1	-5.4	71.8*	4.4
COc1ccc(Cc2nnc(NC(=O)c3ccccc3C)s2)cc1	-4.3	-4.7	0.5	1.6	2.4	-8.3	-5.3	-10.7	2.1	-27.6
COc1ccc2oc(=O)c(C(=O)N3CCN(c4ccc(F)cc4)CC3)cc2c1	1.6	-2.4	0.2	-2.7	-0.3	-14.7	8.7	9.5	-2.2	32.9
CC1CCN(C(=O)CNC(=O)c2cccc(OC(F)F)c2)CC1	-7.0	1.1	1.9	-1.0	0.2	1.1	-30.6	-8.2	-16.5	10.0
CC(=O)c1ccc(NC(=O)CSCC(=O)Nc2ccc3ccccc3c2)cc1	13.6	0.5	0.0	-4.4	-1.9	-29.2	2.3	3.0	1.2	22.9
O=C(NCC(=O)N1CCCC(C(F)(F)F)C1)c1ccccc1Br (stereo not given)	-11.0	-1.2	0.1	·	·	·	-11.7	-1.4	-5.2	15.7
Cc1ccc(N2CCN(S(=O)(=O)N(C)C)CC2)cc1Cl	·	-2.9	-0.1	-1.2	4.3	-31.9	-7.6	-18.2	0.5	10.7
Cc1occc1C(=O)NNC(=O)c1cccc(F)c1	0.8	4.9	-0.1	-6.4	-4.5	-18.8	-15.4	-3.0	-11.4	9.0
NC(=O)C1CCCN(C(=O)c2ccc3nc(Cc4cccc(Cl)c4)oc3c2)C1 (stereo not given)	5.8	4.3	-0.6	0.2	-1.7	-26.8	11.2	12.2	-3.9	9.2
O=C(NCCCn1ccnc1)c1cc2c(ccc3ccccc32)o1	-1.7	-12.1	0.9	4.4	2.9	-72.2	-29.8	-9.9	1.3	·
CC(C)(C)C(=O)Nc1sc(-c2ccccc2)cc1C(=O)O	6.0	19.8	1.2	0.6	-6.2	-54.7	-87.0	19.5	-3.4	13.4
CNC(=O)NC(=O)C(C)OC(=O)c1cc2c(s1)CCCCC2 (stereo not given)	-3.4	-0.7	0.1	7.4	-0.7	-6.2	6.1	-4.3	-3.9	7.7
CC(=O)Nc1ccc(S(=O)(=O)N2CCN(c3nc4ccccc4n3CC(C)C)CC2)cc1	-9.3	12.0	-52.1	2.6	0.9	-12.9	14.4	17.2	4.5	35.0
O=[N+]([O-])c1cccc(-c2ccc(/C=N/NC(=S)Nc3cccc(F)c3)o2)c1	1.7	3.3	0.6	3.3	-0.8	-19.4	2.1	13.5	26.5	11.6
CC[C@@]12C(=O)N(c3cccc(F)c3)C(=O)N1[C@H](c1cccc(C)c1)[C@@H]1C(=O)N(Cc3ccccc3)C(=O)[C@@H]12	4.4	-13.7	0.5	-8.2	-4.7	-12.5	12.3	-12.6	-8.8	15.5
COc1ccc2nc(NC(=O)c3cccs3)sc2c1	31.5	0.6	21.4*	-2.2	14.3	-38.1	-78.3	21.9	7.6	16.0
C#CCN1C(=O)S/C(=C\c2ccc(-c3ccc(Cl)c(C(=O)O)c3)o2)C1=O	7.7	25.4	1.7	-10.4	22.9*	-146.9	-92.7	37.5	67.8*	18.8
CCN1CCN(S(=O)(=O)c2ccc(Cl)c(C(=O)Nc3ccc(OC(F)F)cc3)c2)CC1	31.4	-0.6	0.3	-2.8	-3.1	-39.4	12.4	2.0	1.6	11.3
CC(CC1C(C#N)=C(N)SC(N)=C1C#N)c1ccccc1 (stereo not given)	·	·	·	12.8	3.7	-6.5	·	·	3.2	0.0
N#Cc1cc(C(=O)c2ccccc2O)cn(-c2nccs2)c1=O	8.9	-1.6	0.6	9.7	2.0	2.4	-47.3	3.3	11.0	22.8
CCOC(=O)C1=C2NC(=O)c3ccccc3N2C(=O)C1	0.8	1.6	-0.6	1.7	2.0	13.1	-15.8	-1.2	-5.9	-3.0
Cc1n[nH]c(=O)c2c(NC(=O)CSc3nn(-c4ccc(F)cc4)c(=S)s3)oc(C)c12	2.3	-5.0	-0.3	·	·	·	10.3	5.7	38.1	17.3
CCCNC(=S)Nc1ccccc1	-3.7	-6.9	-1.6	-1.9	0.3	3.4	9.8	-2.9	2.9	4.4
NN1C(=O)NC(c2ccccc2)(c2ccccc2)C1=O	-10.7	-7.1	-47.8	-9.3	1.8	-36.2	-16.0	-3.3	-8.9	26.5
COc1cc(CCC(=O)Nc2sccc2C#N)cc(OC)c1OC	1.0	-12.0	-1.9	-0.6	0.6	-11.8	15.8	2.1	-0.6	19.7
CCCCNC(=O)/C(C#N)=C/c1ccc(-c2ccc(S(=O)(=O)N3CCOCC3)cc2)o1	-17.9	-0.2	-0.4	1.9	-1.1	-35.8	-1.1	-11.9	10.5	19.9

Compound profiles, as listed above. Order of values: Platelet DG rel	HSF1 inh	HIF activator	IEC-6 tox	HSP90 refold inh	KLF5 inh	aSyn 5UTR inh	HSF1 activator	SKKanGAS inh	AI-2 QS mod
CCOC(=O)C1=C2NC(=O)c3ccccc3N2C(=O)C1 across the screens: 0.8	1.6	-0.6	1.7	2.0	13.1	-15.8	-1.2	-5.9	-3.0
O=C(NCC(=O)N1CCCC(C(F)(F)F)C1)c1ccccc1Br (stereo not given) across the screens: -11.0	-1.2	0.1	·	·	·	-11.7	-1.4	-5.2	15.7
